IDH1 R132H inh: IDH1 R132H (human) inhibition. inhibition, % at 10 µM. 70,000 compounds, 0.18% hits. O75874. AID 624101. IDH1 R132H reductase, diaphorase/resazurin fluorescence, 60 min; in the data active = inhibition above about 34%;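 also: 0% = DMSO and 100% = no enzyme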
Target sequence (O75874 whole entry R132H): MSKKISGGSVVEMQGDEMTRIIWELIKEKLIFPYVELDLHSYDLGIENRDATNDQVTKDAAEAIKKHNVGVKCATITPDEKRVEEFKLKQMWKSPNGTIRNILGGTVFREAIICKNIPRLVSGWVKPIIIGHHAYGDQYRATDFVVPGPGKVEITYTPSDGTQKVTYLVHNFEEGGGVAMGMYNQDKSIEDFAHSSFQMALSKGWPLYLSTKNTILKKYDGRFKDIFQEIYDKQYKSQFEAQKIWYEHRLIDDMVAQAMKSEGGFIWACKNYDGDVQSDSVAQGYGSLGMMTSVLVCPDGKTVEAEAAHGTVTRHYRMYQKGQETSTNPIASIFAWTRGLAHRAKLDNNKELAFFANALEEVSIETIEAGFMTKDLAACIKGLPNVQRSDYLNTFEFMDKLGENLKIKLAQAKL
EZH2 inh: EZH2 (human) methyltransferase inhibition. PRC2 H3K27 methylation, DELFIA TRF, 1 h. inhibition, % at 12.5 µM. 57,000 compounds, 0.35% hits;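 active = mean inhibition of replicates at least 50% and every single replicate also reaching 50%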;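 also: dimethyl H3K27 on biotinylated H3 21-44 peptide detected by antibody; plate controls were median neutral control wells for no effect and median positive control wells for full effect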
* = called active by the depositor; . = not tested or not shown; & = joins results of further samples. Some of the compounds tested; count on the stated rates, not on these rows.

canonical_smiles	IDH1 R132H inh	EZH2 inh
C[C@@H]1CN([C@@H](C)CO)C(=O)c2cccc(NC(=O)Nc3ccc(F)cc3)c2O[C@@H]1CN(C)Cc1ccc(C(=O)Nc2ccccc2N)cc1	0.8	-7.8
C[C@@H]1CN([C@H](C)CO)S(=O)(=O)c2ccc(C3=CCCC3)cc2O[C@@H]1CN(C)Cc1cncnc1	.	-10.4
Cc1ccc(S(=O)(=O)N(C)C[C@H]2Oc3ccc(NC(=O)Nc4ccc5c(c4)OCO5)cc3C(=O)N([C@H](C)CO)C[C@H]2C)cc1	0.6	.
Cc1ccc(NCc2ccc(C(=O)Nc3ccccc3[N+](=O)[O-])cc2)cc1C	.	2.2
CC(C)NC(=O)N(C)C[C@@H]1OCCCC[C@H](C)Oc2ccc(NC(=O)Nc3ccccc3)cc2C(=O)N([C@@H](C)CO)C[C@H]1C	1.0	-19.6
C[C@H]1CN([C@@H](C)CO)C(=O)c2cccc(NC(=O)c3cnccn3)c2O[C@H]1CN(C)Cc1ccc(C(F)(F)F)cc1	-0.5	-4.2
Cc1ccc(S(=O)(=O)N[C@H]2CC[C@@H](CC(=O)NC3CCCCC3)O[C@@H]2CO)cc1	-0.3	-18.7
O=C(Cn1c2ccccc2n2nc(-c3ccccc3)nc12)c1cccs1	-0.1	-4.3
CN(C)CC(=O)N[C@@H]1CC[C@@H](CCNC(=O)C2CCC2)O[C@@H]1CO	-0.2	7.4
COc1ccc(NC(=O)Nc2ccc3c(c2)C(=O)N([C@H](C)CO)C[C@H](C)[C@@H](CN(C)S(=O)(=O)c2c(C)noc2C)OCCCC[C@H](C)O3)cc1	1.3	.
C[C@H](CO)N1C[C@H](C)[C@H](CN(C)Cc2ccc(C(=O)O)cc2)Oc2ncc(C3=CCCC3)cc2C1=O	1.7	.
C[C@H](CO)N1C[C@H](C)[C@H](CN(C)S(=O)(=O)c2ccc(Cl)cc2)Oc2ccc(NC(=O)c3ccncc3)cc2C1=O	0.5	1.8

Remaining list, next part.
canonical_smiles	IDH1 R132H inh	EZH2 inh
COCC(=O)N(C)C[C@@H]1Oc2ncc(C3=CCCCC3)cc2C(=O)N([C@@H](C)CO)C[C@H]1C	0.0	0.1
O=C(C1=C[C@@H](c2ccc(Br)cc2)C[C@@H](OCCCCO)O1)N1CCN(Cc2ccccc2)CC1	.	1.7
C[C@@H]1CN([C@H](C)CO)S(=O)(=O)c2ccc(-c3ccccc3)cc2O[C@@H]1CN(C)Cc1cccnc1	0.5	3.4
CN(C)CC(=O)N[C@@H]1CC[C@@H](CC(=O)NCc2ccccc2F)O[C@H]1CO	0.0	2.1
CC(Oc1ccc(F)cc1)C(=O)Nc1sc2c(c1C(N)=O)CCCC2 (stereo not given)	0.8	11.7
Cc1ccc(S(=O)(=O)Nc2ccc3c(c2)C(=O)N([C@H](C)CO)C[C@@H](C)[C@@H](CN(C)C)OCCCC[C@@H](C)O3)cc1	2.2	-5.1
Cc1nc(SCC(=O)Nc2ccc(Cl)cc2)c2ccsc2n1	0.3	11.8
COc1cccc(S(=O)(=O)N[C@@H]2CC[C@H](CCn3cc(-c4ccc(F)cc4)nn3)O[C@H]2CO)c1	-0.4	4.4
COCC(=O)N1C[C@@H](C)[C@@H](OC)CN(C)C(=O)c2ccc(NC(=O)NC(C)C)cc2OC[C@H]1C	-0.1	0.3
COCc1cn(CC[C@H]2CC[C@@H](NC(=O)Nc3ccc(C(F)(F)F)cc3)[C@H](CO)O2)nn1	0.2	9.4
Cc1noc(C)c1NC(=O)Nc1ccc2c(c1)C(=O)N([C@H](C)CO)C[C@@H](C)[C@@H](CN(C)Cc1ccncc1)O2	3.0	0.9
COc1ccc(S(=O)(=O)N(C)CC(=O)Nc2ccccc2SC)cc1C	-0.6	7.5

More structures:
canonical_smiles	IDH1 R132H inh	EZH2 inh
O=C1CSC(c2ccccc2)N1c1ccc(Cl)cc1 (stereo not given)	.	-6.4&-2.2
CCC(=O)N1C[C@@H](C)[C@@H](OC)CN(C)C(=O)c2ccc(NC(=O)NC(C)C)cc2OC[C@H]1C	-0.2	8.0
CNC[C@H]1OCCCC[C@@H](C)Oc2ccc(NC(=O)C3CCCCC3)cc2C(=O)N([C@@H](C)CO)C[C@H]1C	1.4	16.9
Cc1ccc(S(=O)(=O)Nc2cccc3c2O[C@H](CN(C)S(=O)(=O)c2ccc(Cl)cc2)[C@H](C)CN([C@H](C)CO)C3=O)cc1	-0.7	.
C[C@H]1CN([C@@H](C)CO)C(=O)CCCn2cc(nn2)CO[C@H]1CN(C)Cc1ccc2c(c1)OCCO2	-0.2	1.4
Cc1ccc(S(=O)(=O)N[C@@H]2CC[C@@H](CC(=O)N3CCN(c4ccccc4)CC3)O[C@H]2CO)cc1	0.0	0.0
COc1ccc(NC(=O)N(C)C[C@@H]2Oc3ccc(NC(=O)C4CCCCC4)cc3CC(=O)N([C@@H](C)CO)C[C@H]2C)cc1	0.1	.
CN1C(=O)c2ccc(NC(=O)Cn3c(=O)oc4ccccc43)cc2C1=O	-0.2	-21.0
CO[C@H]1CN(C)C(=O)c2cc(NC(=O)C3CCCCC3)ccc2OC[C@H](C)N(C)C[C@@H]1C	0.4	4.8
COCC(=O)N(C)C[C@@H]1Oc2ncc(C#CC3(O)CCCC3)cc2C(=O)N([C@@H](C)CO)C[C@@H]1C	-2.7	-1.1
C[C@H]1CN([C@@H](C)CO)C(=O)c2cc(N(C)C)ccc2O[C@@H]1CN(C)Cc1ccc(C(=O)Nc2ccccc2N)cc1	.	-3.4
C[C@H](CO)N1C[C@H](C)[C@@H](CN(C)S(=O)(=O)c2ccccc2)Oc2ccc(NC(=O)Nc3ccccc3)cc2CC1=O	-6.6	-20.8

Exported with two lines to a compound: 2 of the compounds above.
The line under a structure holds: IDH1 R132H inh	EZH2 inh
- O=C(Cn1c2ccccc2n2nc(-c3ccccc3)nc12)c1cccs1
→ -0.1	-4.3
- COc1ccc(NC(=O)N(C)C[C@@H]2Oc3ccc(NC(=O)C4CCCCC4)cc3CC(=O)N([C@@H](C)CO)C[C@H]2C)cc1
→ 0.1	.

Later entries
canonical_smiles	IDH1 R132H inh	EZH2 inh
C[C@@H]1CN([C@@H](C)CO)C(=O)c2cc(C#CC3CCCCC3)cnc2O[C@@H]1CN(C)C(=O)Cc1ccccn1	-3.6	8.5
C[C@H](CO)N1C[C@H](C)[C@@H](CN(C)C(=O)Nc2ccc(F)cc2)OCCCC[C@H](C)Oc2ccc(NS(=O)(=O)c3cn(C)cn3)cc2C1=O	8.8	.
CO[C@@H]1CN(C)C(=O)c2cc(NS(=O)(=O)c3ccc(C)cc3)ccc2OC[C@@H](C)NC[C@@H]1C	0.4	1.4
CC(C)NC(=O)Nc1ccc2c(c1)C(=O)N([C@@H](C)CO)C[C@H](C)[C@H](CN(C)S(=O)(=O)c1ccc(F)cc1)OCCCC[C@@H](C)O2	2.9	.
Cc1ccc(NC(=O)C2CC(Cl)=CCC2C(=O)O)c(Br)c1 (stereo not given)	0.1	-28.5
COc1cccc(S(=O)(=O)N[C@@H]2CC[C@H](CC(=O)NCc3ccccc3)O[C@H]2CO)c1	0.2	-8.7
C[C@@H]1CN([C@@H](C)CO)C(=O)CCCn2cc(nn2)CO[C@H]1CN(C)Cc1ccccc1C(F)(F)F	0.9	1.1
C[C@@H]1CN([C@H](C)CO)C(=O)c2cc(/C=C/c3ccccc3)cnc2O[C@@H]1CN(C)C(=O)c1cnccn1	-2.1	5.2
C[C@H]1CCCCO[C@H](CN(C)C(=O)Nc2ccc(F)cc2)[C@@H](C)CN([C@@H](C)CO)C(=O)c2cc(NS(=O)(=O)c3ccccc3)ccc2O1	0.1	.
O=C(C[C@@H]1C[C@@H]2c3cc(NC(=O)Nc4ccccc4F)ccc3O[C@@H]2[C@@H](CO)O1)NC1CCCCC1	1.2	-0.5
C[C@H]1CN([C@@H](C)CO)S(=O)(=O)c2ccc(Br)cc2O[C@H]1CN(C)C(=O)Nc1ccccc1F	.	0.3
C[C@@H]1CN([C@H](C)CO)C(=O)c2cc(C#CC3CC3)cnc2O[C@H]1CN(C)C(=O)Nc1ccccc1	.	4.5

(list continues)
canonical_smiles	IDH1 R132H inh	EZH2 inh
COc1c(S(=O)(=O)N2CCCN(S(=O)(=O)c3ccc(Cl)c(Cl)c3OC)CC2)ccc(Cl)c1Cl	-0.2	-8.9
C[C@@H](NC(=O)C[C@@H]1C=C[C@@H](NC(=O)C2CCC2)[C@H](CO)O1)c1ccccc1	0.2	5.0
CCC(=O)Nc1ccc2c(c1)OC[C@@H](C)N(C(=O)c1ccc(F)cc1)C[C@@H](C)[C@@H](OC)CN(C)C2=O	0.2	0.0
C[C@H](CO)N1C[C@H](C)[C@@H](CN(C)S(=O)(=O)c2ccc(Cl)cc2)Oc2ccc(N(C)C)cc2CC1=O	-12.8	.
C=C(C(=O)/C=C/C(C)(C)O)C1CC2O[C@]2(C)C(=O)[C@H]1OC(=O)CC(C)C (stereo not given in full)	-0.1	.
COc1ccc(-c2cnc3c(c2)C(=O)N([C@@H](C)CO)C[C@@H](C)[C@H](CN(C)Cc2ccccn2)O3)cc1	-0.2	10.5
O=C(COc1ccc([N+](=O)[O-])cc1)Nc1ccccc1N1CCN(C(=O)c2ccc(Cl)cc2)CC1	0.8	-0.2
CCCN(C)C[C@H]1Oc2cc(C#Cc3cccc(F)c3)ccc2S(=O)(=O)N([C@H](C)CO)C[C@@H]1C	0.6	-8.3
COC(=O)c1ccc(NC(=O)CN(c2ccc(Br)c(C)c2)S(C)(=O)=O)cc1	-0.2	20.0
CC(C)c1cccc(O)c(=O)c1	-0.1	-7.2
COc1ccc(NC(=O)N(C)C[C@H]2Oc3ccc(NC(=O)CCC(F)(F)F)cc3C(=O)N([C@@H](C)CO)C[C@H]2C)cc1	0.1	-3.5
C[C@@H]1CN([C@@H](C)CO)C(=O)c2cc(NS(C)(=O)=O)ccc2O[C@@H](C)CCCCO[C@@H]1CN(C)C	-0.5	2.3

Single records (already shown). Values in the order: IDH1 R132H inh | EZH2 inh
CC(C)c1cccc(O)c(=O)c1 reads -0.1 | -7.2
C[C@@H]1CN([C@@H](C)CO)C(=O)c2cc(NS(C)(=O)=O)ccc2O[C@@H](C)CCCCO[C@@H]1CN(C)C reads -0.5 | 2.3

(next part)
canonical_smiles	IDH1 R132H inh	EZH2 inh
c1ccc(-c2nn3c(Cn4cnc5ccccc54)nnc3s2)cc1	0.0	-9.2
C[C@@H]1CN([C@H](C)CO)C(=O)c2c(c3ccccc3n2C)-c2ccccc2CO[C@@H]1CN(C)Cc1ccc(C(=O)O)cc1	0.4	6.4
C[C@@H]1CN([C@@H](C)CO)C(=O)c2cc(/C=C/c3ccccc3)cnc2O[C@@H]1CN(C)Cc1ccncc1	0.0	.
O=C(CCCCCC(=O)N/N=C/c1ccccc1)NO	.	-75.5
COc1ccccc1S(=O)(=O)Nc1ccc2c(c1)C(=O)N(C)C[C@H](OC)[C@@H](C)CN[C@@H](C)CO2	0.4	3.3
CO[C@@H]1CC[C@H]2CCOc3c(C#N)cccc3C(=O)N(C)CCCC(=O)N(C)C[C@H]1O2	0.0	-5.3
COc1ccc(-c2nnn(CC(=O)Nc3ccc(OC)cc3OC)n2)cc1	9.1	.
CO[C@H]1CN(C)C(=O)c2ccc(NC(=O)C3CC3)cc2OC[C@@H](C)N(CCC(F)(F)F)C[C@H]1C	-0.5	-0.2
C[C@@H]1CN([C@@H](C)CO)C(=O)c2cc(NC(=O)C3CCCCC3)ccc2O[C@@H]1CN(C)Cc1ccc(Cl)c(Cl)c1	1.5	.
Cc1ccc(S(=O)(=O)N(C)C[C@H]2OCCCC[C@H](C)Oc3ccc(NS(=O)(=O)c4ccccc4)cc3C(=O)N([C@H](C)CO)C[C@@H]2C)cc1	2.0	.
C[C@H](O)C#Cc1cnc2c(c1)C(=O)N([C@H](C)CO)C[C@H](C)[C@@H](CN(C)Cc1ccccn1)O2	-2.5	1.2
N#Cc1c(NC(=O)c2cc3nc(-c4ccco4)cc(C(F)(F)F)n3n2)sc2c1CCC2	-0.4	3.3

Further records follow.
canonical_smiles	IDH1 R132H inh	EZH2 inh
C[C@@H]1CN([C@@H](C)CO)C(=O)c2cccc(NS(C)(=O)=O)c2O[C@H]1CN(C)S(=O)(=O)c1ccc(Cl)cc1	-1.7	.
COc1cccc(NC(=O)Nc2ccc3c(c2)OC[C@@H](C)NC[C@H](C)[C@@H](OC)CN(C)C3=O)c1	-0.9	-2.3
C[C@@H]1CN([C@H](C)CO)C(=O)c2cccc(NC(=O)c3ccncc3)c2O[C@H]1CN(C)C(=O)Nc1ccc(F)cc1	5.7	-3.3
COCCCNC(=O)C(=O)c1cn(C)c2ccccc12	-1.1	13.9
CC(C)NC(=O)Nc1cccc2c1O[C@H](CN(C)S(=O)(=O)c1cn(C)cn1)[C@@H](C)CN([C@H](C)CO)C2=O	0.9	.
O=C(Nc1ccc(C(F)(F)F)cc1)N[C@@H]1CC[C@@H](CCn2cc(C3(O)CCCC3)nn2)O[C@@H]1CO	0.2	-11.9
COc1ccc(S(=O)(=O)N[C@@H]2CC[C@H](CCNC(=O)CN3CCOCC3)O[C@@H]2CO)cc1	0.2	-0.1
CNC[C@@H]1OCCCC[C@@H](C)Oc2ccc(NC(=O)Cc3ccccc3)cc2C(=O)N([C@H](C)CO)C[C@@H]1C	4.0	-4.0
CCCC#Cc1ccc2c(c1)O[C@@H](CN(C)S(=O)(=O)c1cccc(F)c1)[C@H](C)CN([C@H](C)CO)S2(=O)=O	0.1	9.5
C[C@H]1CN([C@@H](C)CO)C(=O)CCCn2nncc2CO[C@@H]1CN(C)C(=O)c1ccc2ccn(C)c2c1	1.6	.
COc1cccc(C(=O)Nc2ccc3c(c2)C(=O)N(C)C[C@@H](OC)[C@H](C)CN(CC2CC2)[C@H](C)CO3)c1	0.3	-5.8

High-throughput results as filed in PubChem BioAssay.
